BL2 CD40 inh: CD40 pathway inhibition in BL2 cells; BL2 NF-kB luciferase reporter, CD40L-induced, 4 h; inhibition, % at 10 µM; 0.94% of 83,000 active;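 active = mean inhibition of at least 50% with a set share of replicates also reaching that level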;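 also: 0% = neutral control wells and 100% = IKK inhibitor VII at 50 µM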
Starred values were filed as active, the others as inactive; & = joins results of further samples; [ ] = dose if it differs, or a comment. These rows are one share of the data; count on the stated rates, not on these rows.

SMILES	BL2 CD40 inh
CCNC(=O)C[C@@H]1CC[C@@H]2[C@H](COC[C@H](O)CN2C(=O)c2ccccn2)O1	-6[25 µM]
Cc1cc2c(NC(=O)CCCC(=O)O)cccc2nn1	7
Fc1cccc(CSc2ccc3nnc(-c4ccccn4)n3n2)c1	-3
CCOC(=O)C(C)Sc1ccc2nnc(-c3ccc(F)cc3)n2n1 (stereo not drawn)	5
Cc1cccc([N+](=O)[O-])c1NC(=O)COC(=O)C1CCCO1 (stereo not drawn)	5
COc1ccc(C(CNC(=O)Nc2ccccc2)N2CCN(C)CC2)cc1 (stereo not drawn)	-9
C[C@@H]1CN([C@H](C)CO)C(=O)c2ccccc2-c2ccccc2CO[C@H]1CN(C)S(=O)(=O)c1ccccc1	-6
NC(N)=N/N=C/c1ccc(OCc2ccc(Cl)cc2Cl)cc1	84*
Cc1ccccc1C(=O)c1cccn1CC(=O)NCCCN1CCc2ccccc2C1	1
O=C(CC(F)(F)F)N1C[C@@H]2[C@H](c3ccccc31)[C@@H](CO)N2C(=O)Cc1ccccc1	13[25 µM]
O=C(Nc1c(C(=O)Nc2cccc(F)c2)oc2ccccc12)c1ccc2c(c1)OCO2	-7
c1cc(-c2ccc(C3[C@@H]4CN(Cc5nccs5)C[C@H]3N4)cc2)ccn1 (stereo partly drawn)	-10[25 µM]
CCCCn1c(N)c(N(CCOC)C(=O)c2ccc(-c3ccc(Cl)cc3)o2)c(=O)[nH]c1=O	43
Cc1cc(C)n2c(SCCC(C)C)nnc2n1	-5
Cc1cc(C)c(-c2cc(NC(=O)COC(=O)c3ccc(NC(=O)CC#N)cc3)n(-c3ccccc3)n2)cc1C	5
CCCCC(CC)CNC(=O)c1[nH]c(C)c(C(C)=O)c1C (stereo not drawn)	1
O=S1(=O)CCN2C(=N1)Sc1c2ccc2c1CCCC2	-41
O=C(Cn1c(=O)n(Cc2ccccc2)c(=O)c2ccccc21)NCc1ccco1	-26
Cc1cc(=O)oc2cc(OCC(=O)N3c4ccccc4NC(=O)C3(C)C)ccc12	4
Cc1ccccc1S(=O)(=O)N1CCCCN2[C@H](CO)[C@@H](c3ccc(C#CCN(C)C)cc3)[C@H]2C1	-9[25 µM]
CC1CCc2c(sc3nc(C4CC4)nc(N4CCN(C(=O)c5ccco5)CC4)c23)C1 (stereo not drawn)	-34
Cc1c(NC(=O)C(C)Oc2ccc(Br)cc2Cl)c(=O)n(-c2ccccc2)n1C (stereo not drawn)	-5
CC(C)CNC(=O)C1(N2C(=O)c3ccccc3C2=O)CCCC1	-4
C(=NOCc1ccccc1)c1ccccn1	-52
O=C(C[C@H]1C[C@@H]2c3cc(NC(=O)C4CCOCC4)ccc3O[C@@H]2[C@H](CO)O1)NCC(F)(F)F	-4[25 µM]
Cn1nnc(NC(=O)COc2ccc(C3CCCCC3)cc2)n1	-1
O=C(c1cccnc1)N1CC2(C1)[C@@H](c1ccccc1)[C@@H](CO)N2Cc1ccc(Cl)cc1	-8[25 µM]
Cc1ccc2nsnc2c1NC(=O)CCl	8
CCCCCCCCCCCCCC(=O)NO	-16
CC(C)=CCN1CCN(Cc2cccc3nccnc23)CC1CCO (stereo not drawn)	5
O=C(c1ccccn1)N1CC[C@@H]2[C@@H](CO)Nc3ccc(Br)cc3[C@@H]21	-4[25 µM]
Cc1ccnc(NC(c2cccnc2)c2ccc3cccnc3c2O)c1 (stereo not drawn)	-33
COc1ccc(OC)c(C(=O)COC(=O)COc2ccccc2F)c1	11
CCn1c(C)nc2cc(S(=O)(=O)C(F)(F)F)ccc21	-19
Cc1ccc(NC(=O)Cn2nnc(C(=O)NCc3ccc4c(c3)OCO4)c2N)cc1	2
O=C(CCCn1nnc2ccccc2c1=O)N[C@H](C(=O)O)c1ccccc1	-2
CCOc1ccc(/C=N/OCC(=O)NCc2ccco2)cc1	1
CC(Oc1ccccc1F)C(=O)NNC(=O)C1CC(=O)N(c2ccc3c(c2)OCCO3)C1 (stereo not drawn)	7
CCOC(=O)c1nnn(-c2nonc2-c2ccccc2)c1C	1
Cc1ccc(S(=O)(=O)N2CCN(C(=O)c3cccc(-n4cccc4)c3)CC2)cc1	-4
C[C@H]1CN(C)C(=O)c2cccc(N)c2O[C@H]1CN(C)S(C)(=O)=O	-6
COC(=O)c1ccc(CN2CC(=O)N3[C@@H](CO)[C@@H](c4ccc(-c5cccnc5)cc4)[C@@H]3C2)cc1	-7[25 µM]
O=C(C1CCOCC1)N1CC(=O)N2[C@@H](CO)[C@H](c3ccc(/C=C/c4ccccc4)cc3)[C@@H]2C1	-2[25 µM]
CCc1nnc(NC(=O)c2sc3nc(C)cc(COC)c3c2N)s1	-2
COc1ccccc1N(C(C)=O)C1=C(Cl)C(=O)c2ccccc2C1=O	101*
Cc1ccc(Oc2ncccc2N)c2c1CCC2	12
O=C(COC(=O)c1cc([N+](=O)[O-])ccc1NCCO)Nc1cccc(S(=O)(=O)N2CCCC2)c1	-4
CCOc1ccccc1NC(=S)N1CCN(c2nc(-c3ccc(F)cc3)cs2)CC1	1
COc1ccc(OC)c(NC(=O)c2c3c(nc4ccccc24)CCC3)c1	1
CC(C)(O)C#Cc1ccc([C@@H]2[C@@H](CO)N3CCCCN(S(C)(=O)=O)C[C@@H]23)cc1	-7[25 µM]
Cc1cc2nc(C(F)(F)F)cc(-c3cccs3)n2n1	0
Cc1cccc(NC(=S)NC23CN4CN(CN(C4)C2)C3)c1C	13
CC(NS(=O)(=O)c1ccccc1)C(c1cccs1)N1CCN(C)CC1 (stereo not drawn)	8
Cn1c(=O)n(C)c2cc(S(=O)(=O)N3CCN(c4ccccc4)CC3)ccc21	5
CO[C@H]1CN(C)C(=O)c2ccc(NC(=O)C3CC3)cc2OC[C@H](C)N(Cc2cccnc2)C[C@H]1C	0
CC(NC(=O)Nc1ccccc1O)(C(F)(F)F)C(F)(F)F	8
CCCCNc1nc2c(S(=O)(=O)c3ccccc3)nnn2c2ccccc12	4
COc1ccc(NC(=S)Nc2cccnc2)c(OC)c1	-5
COC1CCN(Cc2cn(Cc3ccccc3)nc2-c2cc3ccccc3o2)CC1	-25
CC(C)c1ccc(NC(=O)C2CCCCN2S(=O)(=O)c2ccccc2)cc1 (stereo not drawn)	12

3 structures out of the list, arranged by molecular weight, ascending.
SMILES	BL2 CD40 inh
COc1ccc(NC(=S)Nc2cccnc2)c(OC)c1	-5
CCCCNc1nc2c(S(=O)(=O)c3ccccc3)nnn2c2ccccc12	4
CCOc1ccccc1NC(=S)N1CCN(c2nc(-c3ccc(F)cc3)cs2)CC1	1

(next part)
SMILES	BL2 CD40 inh
COc1ccc2oc(C(=O)OC(C)C(=O)NCc3ccccc3)c(C)c2c1 (stereo not drawn)	-1
CC(NC(=O)c1cccnc1)C(c1cccs1)N1CCOCC1 (stereo not drawn)	3
Cn1ncc(Cl)c1C(=O)NCc1ccc(Cl)cc1	2
O=C(COC(=O)C1CCC1)Nc1cc(S(=O)(=O)N2CCCCC2)ccc1Cl	-2
O=C(OCC(=O)N1CCCC1=O)c1cc(S(=O)(=O)N2CCOCC2)ccc1F	13
C[n+]1cccc2c(Br)ccc([O-])c21	2
CCc1cccc(OCCCCNCCO)c1	-3
O=S(=O)(Nc1ccc(-n2cnnn2)cc1)c1cccc(F)c1	2
CC(C)C(=O)Nc1nc2ccc(S(C)(=O)=O)cc2s1	-30
O=C(Cn1c(/C=C/c2ccccc2)nc2ccccc21)Nc1ccc(F)cc1	-113
CC1CCCC(C)N1C(=O)COc1cccc(Oc2ccccc2)c1 (stereo not drawn)	-10
Cn1c(CS(=O)Cc2c(Cl)cccc2Cl)nnc1SCc1ccc(Cl)cc1 (stereo not drawn)	-8
COc1ccc(CC2(CO)CCN(Cc3ccc4c(c3)CCO4)CC2)cc1	14
COc1ccc(S(=O)(=O)N[C@H]2CC[C@H](CCNC(=O)CN3CCOCC3)O[C@@H]2CO)cc1	-8
CC1=NN(Cc2ccccc2)C(=O)C1C(c1ccc(Cl)cc1)C(C#N)C#N (stereo not drawn)	18
CSCC(CO)NS(=O)(=O)c1ccc(C)cc1 (stereo not drawn)	5
COc1cc(/C=N/OCC(=O)NC2CCS(=O)(=O)C2)ccc1OC(F)F (stereo not drawn)	3
O=C(C[C@H]1CC[C@H]2[C@@H](COC[C@@H](O)CN2S(=O)(=O)c2cccc(F)c2)O1)NCc1ccncn1	10[25 µM]
C[C@@H]1CN([C@H](C)CO)C(=O)CCCn2cc(nn2)CO[C@H]1CN(C)C(=O)Nc1cccc2ccccc12	0[25 µM]
CCOC(=O)Nc1nc2ccccc2s1	-86
Cc1ccn2c(NC3CCCCC3)c(-c3cccc(SC4CCCCC4)c3)nc2c1	-24
C[C@H]1CN([C@@H](C)CO)C(=O)c2c(c3ccccc3n2C)-c2ccccc2CO[C@@H]1CN(C)C(=O)c1ccc(F)cc1	-3
O=C1CN(S(=O)(=O)c2cccc(F)c2)C[C@H]2[C@@H](c3ccc(C4=CCCC4)cc3)[C@@H](CO)N12	3[25 µM]
COc1ccccc1C(=O)C1CCCN(Cc2ccc(Oc3ncccn3)cc2)C1 (stereo not drawn)	4
O=C(CCNS(=O)(=O)c1ccc(Br)s1)NC1CCCC1	7
COc1ccc(-n2c(CCc3ccccc3)n[nH]c2=S)cc1	11
CC1=C(C)CC(C(=O)NCc2ccc3c(c2)OCO3)C(C(=O)O)C1 (stereo not drawn)	0
O=C(Nc1cccnc1)c1cc2nc(C3CC3)cc(C(F)(F)F)n2n1	-4
C[C@H]1CN([C@@H](C)CO)C(=O)c2cc(NC(=O)Cn3cnnn3)ccc2O[C@H]1CN(C)Cc1ccc(C(=O)Nc2ccccc2N)cc1	-7[25 µM]
O=C(CCCc1ccccc1)Nc1nncs1	-3

5 records picked at random from those above, as already listed:
SMILES	BL2 CD40 inh
O=C(CC(F)(F)F)N1C[C@@H]2[C@H](c3ccccc31)[C@@H](CO)N2C(=O)Cc1ccccc1	13[25 µM]
C[C@@H]1CN([C@H](C)CO)C(=O)CCCn2cc(nn2)CO[C@H]1CN(C)C(=O)Nc1cccc2ccccc12	0[25 µM]
Fc1cccc(CSc2ccc3nnc(-c4ccccn4)n3n2)c1	-3
CCn1c(C)nc2cc(S(=O)(=O)C(F)(F)F)ccc21	-19
c1cc(-c2ccc(C3[C@@H]4CN(Cc5nccs5)C[C@H]3N4)cc2)ccn1 (stereo partly drawn)	-10[25 µM]

By substructure, those above containing an NH in an aromatic ring.
SMILES	BL2 CD40 inh
CCCCn1c(N)c(N(CCOC)C(=O)c2ccc(-c3ccc(Cl)cc3)o2)c(=O)[nH]c1=O	43
CCCCC(CC)CNC(=O)c1[nH]c(C)c(C(C)=O)c1C (stereo not drawn)	1
COc1ccc(-n2c(CCc3ccccc3)n[nH]c2=S)cc1	11

Other compounds follow:
SMILES	BL2 CD40 inh
CCOc1ccc(NC(=O)CN(C)C(=O)c2ccccc2SCc2c(C)noc2C)cc1OCC	-3
Cc1ccc(C)c(SCC(=O)N(C)C2CCS(=O)(=O)C2)c1 (stereo not drawn)	1
C[C@H]1C[C@H]2[C@@H]3CCC4=CC(=O)C=C[C@]4(C)[C@@]3(Cl)[C@@H](O)C[C@]2(C)[C@@]1(O)C(=O)CO	29
CN(C(=O)C1CCN(S(=O)(=O)c2cccs2)CC1)c1ccccc1	3
NC(=O)C[N+]1(CC#CC(O)(c2ccccc2)c2ccccc2)CCCC1	12
C[C@H]1CN([C@@H](C)CO)C(=O)CCCn2nncc2CO[C@H]1CN(C)S(=O)(=O)c1cccs1	9[25 µM]
COc1ccc(-c2nc(SC(C)C(=O)Nc3ccc(NC(C)=O)cc3)n[nH]2)cc1 (stereo not drawn)	-2
O=C(CN1CCOCC1)N1CCN(c2nnc(-c3ccccc3)c3ccccc23)CC1	2
CCOC(=O)CN(c1sc(C)c(C)c1C(=O)OCC)S(=O)(=O)c1ccc(C)cc1	16
CO[C@H]1CN(C)C(=O)c2ccc(NC(=O)Nc3ccccc3Cl)cc2OC[C@@H](C)NC[C@H]1C	19[25 µM]
Cc1ccc(N(C)S(=O)(=O)c2cccc(C(=O)NNC(=O)c3ccncc3)c2)cc1	-2
O=C(NCCC1=CCCCC1)C1CCN(S(=O)(=O)c2cccs2)CC1	2&10
CCCCC(=O)N1CCCC(c2nc(-c3cccc(OC)c3)no2)C1 (stereo not drawn)	-46
Cc1cccc(N(C)C(=O)CN(C)S(=O)(=O)c2ccc3c(c2)c(=O)n(C)c(=O)n3C)c1	-15
O=C(N[C@@H](Cc1ccccc1)C(=O)NC1CC1)c1ccc(Cl)cc1	6
CN1CCN(S(=O)(=O)c2ccc(-c3ccccc3)cc2)CC1	-6
COc1ccc(-c2nnc(C3CCN(S(=O)(=O)c4ccccc4)CC3)o2)cc1	3
Fc1ccc(N2CCN(Cc3cnc(Cl)s3)CC2)cc1	3
CCCSc1nnc(Sc2nnnn2-c2ccccc2)s1	-16
OC[C@H]1[C@@H](c2ccc(Br)cc2)[C@H]2CNCCCCN21	5[25 µM]
COC(=O)N1CC(C)N(C(=O)OC)CC1C (stereo not drawn)	5
CCCCOc1ccc(C(=O)NN2C(=O)NC3(CCCCC3)C2=O)cc1OC	-3
C[C@@H]1CN([C@@H](C)CO)C(=O)c2c(c3ccccc3n2C)-c2ccccc2CO[C@@H]1CN(C)Cc1cccc(O)c1	25
COc1ccc(-c2nnn(CC(=O)N3CCOCC3)n2)cc1	5
COc1ccc(CNC(=O)C2CC(=O)N(C3CCCC3)C2)cc1 (stereo not drawn)	-4
CCOC(=O)c1cnn(CCOC(=O)c2cccc(F)c2)c1NC(=O)c1cccc(F)c1	10
O=C(COC(=O)CCCc1c[nH]c2ccccc12)Nc1ccc2c(c1)OCO2	8
CN(CC(=O)Nc1ccc(Cl)cc1F)C1CCS(=O)(=O)C1 (stereo not drawn)	-1
C[C@H]1CN([C@@H](C)CO)C(=O)CCCn2cc(nn2)CO[C@H]1CN(C)Cc1ccc2c(c1)OCCN2C	-3[25 µM]

Reprinted from the listing (4 entries):
SMILES	BL2 CD40 inh
O=C(CCCn1nnc2ccccc2c1=O)N[C@H](C(=O)O)c1ccccc1	-2
CCOc1ccc(/C=N/OCC(=O)NCc2ccco2)cc1	1
CC(Oc1ccccc1F)C(=O)NNC(=O)C1CC(=O)N(c2ccc3c(c2)OCCO3)C1 (stereo not drawn)	7
CCOC(=O)c1nnn(-c2nonc2-c2ccccc2)c1C	1
